# RSV CPE inhibition – RSV antiviral activity via CPE protection, HEp-2 cells, primary 10 µM value included (AID 2391); HEp-2 cells, RSV-induced CPE inhibition; higher % means a stronger effect; CPE inhibition, % at 10 µM, or IC50 in µM where a hit was titrated; 310,000 compounds, 0.13% hits; in the data active = a potency from the dose series; note: strong numbers were not always called active
# K1F lysis inhibition – inhibition of K1F phage lysis, E. coli UTI89, bacterial capsule biogenesis inhibitors, alamar blue (AID 488966); E. coli UTI89 K1F phage lysis, alamar blue, 2 h; higher % means a stronger effect; inhibition, % at 100 µM; hits with a dose series show IC50 in µM; 340,000 compounds, 0.02% hits;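 active = phage lysis inhibition, versus mean bacterial control, above a set limit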;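 note: capsule biogenesis inhibitors block K1F phage lysis so surviving cells raise fluorescence; higher fluorescence means more inhibition of phage lysis; actives were called in the ten point dose series up to 300 µM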
# XIAP antagonists – XIAP antagonists, biochemical, IAP family, fluorescence polarization (AID 1018); displacement, % at 20 µM, or IC50 in µM where a hit was titrated; XIAP BIR domain, fluorescence polarization peptide displacement; higher % means a stronger effect; 200,000 compounds, 0.007% hits; E3 ubiquitin-protein ligase XIAP (Homo sapiens); in the data active = displacement above about 50%; note: a part of the inactive calls stands beside numbers as strong as those of hits
# West Nile antiviral – West Nile virus antiviral activity, cell-based, CPE readout (AID 1621); CPE inhibition, % at 10 µM; hits with a dose series show IC50 in µM; West Nile virus-infected cells, CPE inhibition; higher % means a stronger effect; 290,000 compounds, 0.02% hits; in the data active = a potency from the dose series; note: strong numbers were not always called active
# CSM14.1 death rescue – rescue of cells from ER stress-induced death, primary screen, 384-well, CSM14.1, thapsigargin, ATP luminescence (AID 1222); CSM14.1 thapsigargin-induced death rescue, ATP luminescence; higher % means a stronger effect; cellular ATP content (survival), % at 20 µM, or EC50 in µM where a hit was titrated; 190,000 tested, under 10 active;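 active = EC50 below 50 µM in the dose-response confirmation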;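 note: death triggered by thapsigargin at about 15 µM added after 2 h compound pretreatment; cell ATP read after overnight thapsigargin exposure of roughly 18 to 22 hours; normalized against plate controls of thapsigargin alone and 5% DMSO vehicle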
# Large T inhibition – SV40 large T antigen inhibitors, biochemical (AID 1903). SV40 large T antigen ATPase/helicase inhibition assay; higher % means a stronger effect. inhibition, % at 20 µM; hits with a dose series show IC50 in µM. 310,000 compounds, 0.39% hits; in the data active = a potency from the dose series; note: strong numbers were not always called active
# WT yeast gro inh – growth inhibition of WT strain, primary screen, mitochondrial fusion inhibitor project, WT and mutant strains, chemical genetic; mitochondrial fusion phenotypic screen; inhibition, % at 10 µM; 190,000 compounds, 2.1% hits; AID 1362, 2008; in the data active = inhibition above about 58%; tested in S. cerevisiae
# Yfh1-off respiration – enhancers of respiration in Yfh1-depleted yeast, dose response, Friedreich's ataxia, plus single-dose screen (AID 1465) | S. cerevisiae Yfh1-off respiration, WST-1 reduction, 72 h; higher fold induction means a stronger effect | fold induction at 50 µM, or EC50 in µM where a hit was titrated | 220,000 compounds, 0.074% hits;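 active = fold induction of absorbance versus untreated yeast above a set limit, then at least 30% activation at any dose in follow-up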;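 note: activators that raise dye reduction in frataxin-depleted yeast; strong numbers were not always called active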
# NS5 inhibitors – Dengue-2 NS5 methyltransferase inhibitors, primary screen, biochemical, confirmation dose response (AID 588689); Dengue-2 NS5 methyltransferase capping enzyme assay, biochemical; higher % means a stronger effect; one-dose inhibition, % at 25 µM; IC50 in µM for titrated hits; 340,000 compounds, 0.3% hits; in the data active = a potency from the dose series
# WT yeast gro inh mutant strain – recorded beside WT yeast gro inh, whose call it bears; inhibition, %; mitochondrial fusion phenotypic screen, mutant strain inhibition
# NS5 inhibitors pilot replicate – recorded beside NS5 inhibitors, whose call it bears; inhibition, %; measured here: pilot screen replicate inhibition
# Active calls of the source: *; i = inactive; . = no result given; [ ] = remark or other dose.
SMILES,RSV CPE inhibition,K1F lysis inhibition,XIAP antagonists,West Nile antiviral,CSM14.1 death rescue,Large T inhibition,WT yeast gro inh,WT yeast gro inh mutant strain,Yfh1-off respiration,NS5 inhibitors,others
COC(=O)C1=C(C)N(C2CCCC2)C(=O)C1(NC(C)=O)C(F)(F)F (stereo not drawn),1.3%,-0.1%[50 µM],-0.2%,0.1%,.,5%,28,16,i,4%,
CCOC(=O)C1CCN(Cc2cnc(NC(=O)OC)s2)CC1,1.8%,0.0%,-3.6%,-0.1%,-0.6%,25%,7,14,i,-9%,
Cc1ccc(NC(=O)CN(CCc2ccccc2)S(C)(=O)=O)cc1,-0.6%,1.1%,.,-1.3%,.,2%,.,.,.,-4%,NS5 inhibitors pilot replicate=-4.3
CCCn1ncc(CN2CCC(CO)(CC3CCCCO3)CC2)c1C (stereo not drawn),0.7%,3.6%,-7.3%,-0.7%,-2.1%,2%,-7,-10,i,1%,
COc1ccc(-c2cc(C(=O)N3CCN(c4ncccn4)CC3)c3ccccc3n2)c(OC)c1,0.1%,0.6%,-4.8%,0.6%,-1.3%,0%,59*,28*,i,0%,
COc1ccccc1CNC(=O)c1cc(-c2ccccc2)n(Cc2cc(C)no2)n1,-2.0%,1.1%,.,.,.,8%,.,.,.,0%,
CC(=O)c1ccn(S(=O)(=O)c2ccc(Cl)cc2)c1,0.1%,0.0%,.,-0.4%,.,10%,.,.,i,2%,
O=C(Nc1ccccc1C(F)(F)F)C1CCN(C(=O)Cc2ccccc2)CC1,1.6%,0.6%[50 µM],.,0.8%,.,3%,.,.,.,2%,
Cc1ccc(N2CC(C(=O)NC(C)CCc3ccccc3)CC2=O)cc1 (stereo not drawn),0.4%,-0.1%[50 µM],.,-0.9%,.,4%,.,.,.,-6%,
CS(=O)(=O)NCCCc1ccccc1,0.1%,0.4%,-8.0%,0.1%,-3.1%,-1%,9,-6,i,6%,
O=C(COc1ccc2c3c(c(=O)oc2c1)CCC3)Nc1ccc(CCO)cc1,1.7%,0.3%,.,0.2%,.,11%,.,.,.,-4%,
O=C(CNCc1ccccc1)Nc1ccc(Cl)cc1,0.4%,0.0%,.,-0.1%,.,5%,.,.,.,1%,
O=C(Nc1cccc2ncccc12)c1ccc2c(c1)OCCO2,-0.1%,0.4%,-6.1%,0.4%,-0.2%,2%,20,21,i,-2%,
CN(O)/C=N/C(=S)Nc1ccc(Cl)cc1Cl,-1.4%,0.0%,-0.6%,2.2%,-0.6%,8%,3,28,i,2%,
Cc1ccc(S(=O)(=O)/C(C#N)=C/c2c(N3CC(C)OC(C)C3)nc3ccccn3c2=O)cc1 (stereo not drawn),1.1%,0.2%,-3.1%,-0.4%,-0.7%,-1%,-20,-36,i,2%,

# Part of the list above in order of count of non-hydrogen atoms, lowest first.
SMILES,RSV CPE inhibition,K1F lysis inhibition,XIAP antagonists,West Nile antiviral,CSM14.1 death rescue,Large T inhibition,WT yeast gro inh,WT yeast gro inh mutant strain,Yfh1-off respiration,NS5 inhibitors,others
CN(O)/C=N/C(=S)Nc1ccc(Cl)cc1Cl,-1.4%,0.0%,-0.6%,2.2%,-0.6%,8%,3,28,i,2%,
O=C(COc1ccc2c3c(c(=O)oc2c1)CCC3)Nc1ccc(CCO)cc1,1.7%,0.3%,.,0.2%,.,11%,.,.,.,-4%,
Cc1ccc(S(=O)(=O)/C(C#N)=C/c2c(N3CC(C)OC(C)C3)nc3ccccn3c2=O)cc1 (stereo not drawn),1.1%,0.2%,-3.1%,-0.4%,-0.7%,-1%,-20,-36,i,2%,

# Next section:
SMILES,RSV CPE inhibition,K1F lysis inhibition,XIAP antagonists,West Nile antiviral,CSM14.1 death rescue,Large T inhibition,WT yeast gro inh,WT yeast gro inh mutant strain,Yfh1-off respiration,NS5 inhibitors,others
CC(C(=O)NC1=NCCS1)(C(F)(F)F)C(F)(F)F,1.6%,2.0%[50 µM],3.6%,0.6%,.,25%,-5,-3,i,-6%,
CCn1c(C)nc2cc(OC)ccc21,-1.7%,4.9%,-8.4%,-0.3%,-0.6%,6%,-4,-2,i,-1%,
CC(NC(=O)Cc1cccc(C(F)(F)F)c1)c1ccc(F)cc1 (stereo not drawn),0.2%,0.2%,13%,-0.9%,-0.8%,-1%,0,4,i,-1%,
COCCOCC(=O)Nc1ccc(S(=O)(=O)Nc2cc(C)nc(C)n2)cc1,1.6%,0.4%,.,-0.5%,.,4%,.,.,.,-9%,
COc1ccccc1CCN1CCCC(CN(C)CC(C)(C)CO)C1 (stereo not drawn),-0.2%,-0.3%,.,-0.7%,.,8%,.,.,.,-10%,
O=c1cc(C(F)(F)F)[nH]c(=O)n1C1CCCCC1,1.9%,0.1%,1.1%,1.3%,-1.8%,1%,-13,-12,i,3%,NS5 inhibitors pilot replicate=-3.0
COc1ccc(Br)cc1CN(C)CC(=O)Nc1c(Cl)cccc1Cl,5.3%,1.2%,-6.8%,-1.1%,-2.3%,19%,29,22,i,-4%,
N#C/C(=C\c1c(N2CCC(C(N)=O)CC2)nc2ccccn2c1=O)C(=O)NC1CCCCC1,2.2%,0.4%,.,1.6%,.,11%,.,.,.,-4%,
O=C(CN(Cc1ccccc1Cl)C(=O)CCC(=O)Nc1nccs1)NCC1CCCO1 (stereo not drawn),0.4%,0.3%,.,-0.2%,.,3%,.,.,.,-2%,
COc1ccc(CCNS(=O)(=O)c2ccc(S(=O)(=O)N3CCCC3)cc2)cc1OC,17%,0.6%,-1.2%,-0.7%,-0.8%,5%,.,.,i,-1%,
CCc1c(O)nc(SCC(=O)N2CCCCC2)n(-c2ccccc2C)c1=O,2.0%,1.2%,0.7%,-0.1%,-0.8%,3%,-4,7,i,-10%,
CN(CCC1CCOCC1)C(=O)CC1C(=O)NCCN1Cc1ccoc1 (stereo not drawn),2.7%,0.2%,-3.6%,0.2%,0.4%,6%,-10,-1,i,4%,
O=C(NCc1ccco1)Nc1cccc([N+](=O)[O-])c1,.,0.1%,.,0.1%,.,.,.,.,i,-9%,
CCOC(=O)C(NCCCCl)c1ccccc1 (stereo not drawn),2.0%,0.1%,-4.9%,-0.1%,-0.1%,4%,-19,-14,i,-3%,
COc1ccc(NC(=O)CSCC(=O)N2CCCc3ccccc32)cc1,1.6%,-1.4%,.,.,.,20%,.,.,.,-4%,

# The list goes on; the last 4 above are carried over.
SMILES,RSV CPE inhibition,K1F lysis inhibition,XIAP antagonists,West Nile antiviral,CSM14.1 death rescue,Large T inhibition,WT yeast gro inh,WT yeast gro inh mutant strain,Yfh1-off respiration,NS5 inhibitors,others
CN(CCC1CCOCC1)C(=O)CC1C(=O)NCCN1Cc1ccoc1 (stereo not drawn),2.7%,0.2%,-3.6%,0.2%,0.4%,6%,-10,-1,i,4%,
O=C(NCc1ccco1)Nc1cccc([N+](=O)[O-])c1,.,0.1%,.,0.1%,.,.,.,.,i,-9%,
CCOC(=O)C(NCCCCl)c1ccccc1 (stereo not drawn),2.0%,0.1%,-4.9%,-0.1%,-0.1%,4%,-19,-14,i,-3%,
COc1ccc(NC(=O)CSCC(=O)N2CCCc3ccccc32)cc1,1.6%,-1.4%,.,.,.,20%,.,.,.,-4%,
NC(=O)CSc1nnc(-c2ccc(S(=O)(=O)N3CCCC3)cc2)o1,0.3%,0.6%,-1.0%,-0.5%,-1.5%,4%,-15,-1,i,-6%,
Nc1nonc1C(=O)N/N=C\c1cc2c(cc1Cl)OCO2,0.1%,1.3%[50 µM],.,.,.,25%,.,.,.,-2%,
COc1ccc(NCc2cc(=O)oc3cc(NC(C)=O)ccc23)cc1,1.5%,0.0%,.,0.9%,.,4%,.,.,.,-4%,
Cn1c2c(c3cc([N+](=O)[O-])ccc31)CCCC2,3.9%,0.2%,.,-0.3%,.,4%,.,.,.,-7%,
Cc1ccc(N(CC(=O)NC2CC2)S(=O)(=O)c2ccccc2)c(C)c1,0.6%,-0.1%,.,-0.8%,.,-10%,.,.,.,-3%,
COc1ccc(-c2cc(C(F)F)n3ncc(C(=O)N4CCSCC4)c3n2)cc1,11%,0.1%,5.3%,-0.3%,-1.2%,0%,6,7,i,-10%,
CC(C)c1ccc(Nc2nnc(SCC(=O)c3nnc(-c4ccccc4)o3)s2)cc1,7.8%,-3.7%,-0.8%,-0.4%,-6.1%,36%,71*,56*,i,-7%,
COC(=O)[C@@H]1C[C@@]2(Br)c3ccccc3N(S(=O)(=O)c3ccccc3)[C@H]2N1C(=O)OC,-0.6%,0.2%,.,-0.8%,.,7%,.,.,i,1%,
Cc1ccc(CNC(=O)C2c3ccccc3C(=O)N3CCc4ccccc4C23)o1 (stereo not drawn),0.2%,-0.3%,0.0%,0.5%,0.6%,5%,16,3,i,-5%,
O=C(CSc1nc(-c2ccccc2)c(-c2ccccc2)[nH]1)NCc1ccco1,-0.3%,-1.2%,-8.4%,0.9%,-1.4%,0%,-1,-6,i,-3%,
COc1cc(C2=NOC(C(=O)N3CCN(c4ccc(F)cc4)CC3)C2)cc(OC)c1OC (stereo not drawn),0.1%,-0.3%,-2.3%,-1.2%,-1.2%,8%,3,9,i,-7%,
Cc1ccc(NC(=O)N2CCN(c3ncccc3C(F)(F)F)CC2)cc1,3.5%,-0.4%,.,-0.4%,.,7%,.,.,i,-1%,
COc1ccc(NC(C)=O)cc1S(=O)(=O)Nc1ccc2c(c1)OCCO2,1.7%,0.8%,-4.9%,0.6%,1.2%,5%,0,3,i,-6%,
CCOC(=O)C(=O)/C(C#N)=C/Nc1ccc(Cl)cc1,1.6%,-2.6%[50 µM],-6.7%,0.2%,-0.6%,11%,-2,-33,i,5%,
OCCN1CCN(CC(O)COc2ccc(C34CC5CC(CC(C5)C3)C4)cc2)CC1 (stereo not drawn),-4.1%,3.5%,-4.7%,-1.8%,-1.0%,4%,94,96,i,-10%,
COc1ccc(S(=O)(=O)NCC2CCCN(C(=O)CCC(F)(F)F)C2)cc1 (stereo not drawn),1.0%,-2.2%,.,-0.7%,.,22%,.,.,.,-3%,
O=C(CC1C(=O)NCCN1CC(c1ccccc1)c1ccccc1)NC1CC1 (stereo not drawn),1.1%,0.0%,-2.9%,-0.4%,-0.7%,4%,-2,14,i,1%,
Cc1ccc(-n2ncc(Br)c(Br)c2=O)cc1,.,-0.1%,-2.2%,-1.9%,-4.8%,0%,46,23,i,-23%,
CCOC(=O)N1CCC(NC(=O)c2cc3c(-c4cccc(OC)c4)nn(C)c3s2)CC1,0.9%,1.1%,-1.5%,0.3%,0.9%,-1%,-2,-7,i,2%,
Cc1ccccc1-c1ccc(CN2CCN(C)C(CCO)C2)cc1 (stereo not drawn),-1.8%,-1.0%,.,-0.2%,.,6%,.,.,.,-8%,
CCOc1ccc(CCNC(=O)c2nnn(CC(=O)Nc3c(C)cc(C)cc3C)c2N)cc1OCC,-1.4%,0.4%,.,0.3%,.,11%,.,.,.,2%,
CC(CN1CCOCC1)OC(=O)CCc1ccccc1 (stereo not drawn),1.9%,-1.7%,-6.1%,0.2%,-0.3%,10%,-6,13,i,6%,
CCC1C(=O)CC(c2ccco2)NC1c1ccco1 (stereo not drawn),0.1%,1.4%,-9.0%,1.4%,0.0%,5%,-9,-1,i,4%,
O=C(CCNC(=O)c1ccccc1)N=Nc1c(O)[nH]c2ccccc12,2.9%,.,-2.9%,-0.3%,-0.5%,10%,-8,7,i,.,

# Source: PubChem BioAssay (several laboratories)
